High-throughput results (PubChem)
MBD2 inh – inhibitors of MBD2 binding to methylated DNA, primary screen, biochemical, TR-FRET, DNA-binding domain, human | inhibition, % at 4.4 µM | Methyl-CpG-binding domain protein 2 (Homo sapiens), Q9UBB5 | MBD2 binding to methylated oligonucleotide | AID 686964, 2013 | 370,000 compounds, 0.31% hits; in the data active = inhibition above about 13%
Target sequence (Q9UBB5 whole entry, looked up, the tested form may be a part): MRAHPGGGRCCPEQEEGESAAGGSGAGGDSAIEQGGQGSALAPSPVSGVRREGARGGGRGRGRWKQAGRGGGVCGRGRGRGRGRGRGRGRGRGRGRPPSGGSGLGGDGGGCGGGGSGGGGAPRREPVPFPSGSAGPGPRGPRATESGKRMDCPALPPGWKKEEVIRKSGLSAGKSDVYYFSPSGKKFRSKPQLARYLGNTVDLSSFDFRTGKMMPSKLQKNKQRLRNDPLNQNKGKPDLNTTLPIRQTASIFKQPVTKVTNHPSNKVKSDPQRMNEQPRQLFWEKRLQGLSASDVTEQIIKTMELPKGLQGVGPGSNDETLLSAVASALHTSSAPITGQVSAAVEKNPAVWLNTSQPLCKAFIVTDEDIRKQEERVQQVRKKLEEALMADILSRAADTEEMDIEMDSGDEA
PLC-beta3 inh – human PLC-beta3 inhibitors, primary screen, biochemical, fluorescence. Purified PLC-beta3, fluorogenic substrate. AID 720704, 2013. 370,000 compounds, 0.18% hits. 1-phosphatidylinositol 4,5-bisphosphate phosphodiesterase beta-3 (Homo sapiens), Q01970. inhibition, % at 12.2 µM; in the data active = inhibition above about 11%;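 also: 0% = median of compound wells on plate and 100% = full blocker control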
PLCg1 inh – PLC-gamma1 enzyme inhibitors, primary screen, biochemical, fluorescence, purified enzyme; 370,000 compounds, 0.84% hits; inhibition, % at 12.2 µM; fluorogenic substrate; 1-phosphatidylinositol 4,5-bisphosphate phosphodiesterase gamma-1 (Homo sapiens), P19174; in the data active = inhibition above about 9.5%
hgDAF12 agonist – H. glycines DAF-12 receptor agonists, primary screen, cell-based, luminescence, HEK293, GAL4 fusion, UAS-luciferase. Nuclear hormone receptor DAF-12 (Heterodera glycines), GAL4 fusion. HEK293 GAL4-hgDAF12 UAS-luciferase reporter, agonist luminescence; normalized to butyrate control. activation, % at 6.8 µM. 370,000 compounds, 1.8% hits. AID 687014, 2013;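 active = activation above a cutoff set at the mean of all screened compounds plus 3 SD, cut at about 10% in these data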;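 also: 0% = DMSO wells and 100% = sodium butyrate wells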
ssDAF12 agonist – S. stercoralis DAF-12 nuclear receptor activators, primary screen, cell-based, luminescence, HEK293, GRIP1 co-expression, lit1-tk-luc | Nuclear hormone receptor DAF-12 (Strongyloides stercoralis) | HEK293 ssDAF-12/GRIP1 lit1-tk-luc reporter; % of 3 µM dafachronic acid response | activation, % at 6.8 µM | 370,000 compounds, 1% hits;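 active = activation above the mean over all tested compounds plus 3 SD, cut at about 0.9% in these data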;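 also: 0% = DMSO-only wells and 100% = 3 µM delta7-dafachronic acid wells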
hcDAF-12 act – H. contortus DAF-12 nuclear receptor activators, primary screen, cell-based, luminescence, HEK293, lit1-tk-luc reporter; activation, % at 6.8 µM; AID 652067, 2013; HEK293 hcDAF-12 lit1-tk-luc reporter; 0% DMSO, 100% Δ7-dafachronic acid; 370,000 compounds, 1.4% hits;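 active = activation above the mean of all tested compounds plus 3 SD, cut at about 5.5% in these data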;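 also: 100% = response to 3 µM Δ7-dafachronic acid high control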
NR1D1 modulator – modulators of Rev-erb alpha DNA binding, primary screen, biochemical, FITC-DNA, fluorescence polarization, uHTS. Nuclear receptor subfamily 1 group D member 1 (Homo sapiens), P20393. Rev-erbα–FITC-DNA binding, 90 min. activity, % at 10 µM. 370,000 compounds, 0.79% hits. AID 1259318, 2017;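 active = activity above about 14%, limit read from the data; passing the limit was not always enough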;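 also: 0% = DMSO wells with 35 nM protein and 100% = DMSO wells with 750 nM protein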
DAX1 inh-1 – DAX1 (NR0B1) inhibitors on StAR promoter, primary screen, cell-based, luminescence, SF-1 (NR5A1), full-length DAX-1. HEK293T StAR-luciferase reporter, SF-1/DAX-1 repression relief. inhibition, % at 6.8 µM. 370,000 compounds, 1.1% hits. AID 652010, 2013;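 active = inhibition above the mean over all tested compounds plus 3 SD, cut at about 3.6% in these data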;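 also: 0% = DAX-1 cells with DMSO and 100% = cells lacking DAX-1 with DMSO; higher inhibition means more luminescence from relief of DAX-1 repression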
DAX1 inh-2 – DAX1 (NR0B1) inhibitors, primary screen, cell-based, HEK293, Gal4-DAX1, luciferase luminescence; inhibition, % at 6.75 µM; Nuclear receptor subfamily 0 group B member 1 (Homo sapiens), P51843; HEK293 Gal4-DAX1 luciferase reporter; AID 504766, 2011; 340,000 compounds, 0.99% hits;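 active = inhibition above the mean over all tested compounds plus 3 SD, cut at about 4.2% in these data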;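 also: 0% = DAX1-transfected cells with DMSO and 100% = empty-vector control cells with DMSO; inhibition shows as a rise in luminescence from relieved DAX1 repression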
Target sequence (P51843 207-470 limits assumed): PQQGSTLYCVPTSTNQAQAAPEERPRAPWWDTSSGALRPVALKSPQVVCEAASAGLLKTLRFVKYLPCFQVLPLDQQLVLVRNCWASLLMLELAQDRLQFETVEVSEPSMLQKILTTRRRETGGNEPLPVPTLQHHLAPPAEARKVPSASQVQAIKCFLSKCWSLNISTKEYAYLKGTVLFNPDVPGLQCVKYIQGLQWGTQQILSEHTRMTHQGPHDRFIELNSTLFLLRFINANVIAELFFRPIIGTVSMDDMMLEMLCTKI
ADAM17 inh – ADAM17 inhibitors, primary screen, biochemical, QFRET. recombinant ADAM17, EDANS/DABCYL FRET peptide cleavage. AID 720648, 2013. inhibition, % at 6.95 µM. 370,000 compounds, 0.83% hits. Disintegrin and metalloproteinase domain-containing protein 17 (Homo sapiens), P78536;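 active = inhibition above the mean of compounds lying between control limits plus 3 SD, set per campaign, cut at about 8.5% in these data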;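 also: 0% = DMSO-only wells as the low control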
SMARCA2 act – SMARCA2 (BRM) function activators, primary screen, cell-based, luminescence, high throughput; MG213 cells, MMTV-luciferase reporter, dexamethasone, overnight; activation, % at 9.1 µM; 370,000 compounds, 1% hits; AID 652017, 2013; in the data active = activation above about 7.8%;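 also: 0% = vehicle wells and 100% = reference activator wells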
* marks the source's active call; other numbers are inactive results; x = no result given; & = joins results of further samples.

SMILES	MBD2 inh	PLC-beta3 inh	PLCg1 inh	hgDAF12 agonist	ssDAF12 agonist	hcDAF-12 act	NR1D1 modulator	DAX1 inh-1	DAX1 inh-2	ADAM17 inh	SMARCA2 act
CCc1nn(CCCC(=O)NCc2cc(Br)ccc2OC)c(=O)c2cc3occc3n12	0	-8	1	2.1	-1.4	1.6	4	-0.3	0.2	-1	2
O=C(NCC(c1ccco1)N1CCN(c2ccccc2)CC1)C(=O)NC1CCCC1 (stereo not drawn)	8	-5	0	-1.5	-1.2	-1.6	-4	0.4	1.3	-2	-4
COc1cc(NC(=S)N2CCN(S(=O)(=O)c3ccc(C)cc3)CC2)cc(OC)c1	2	-4	0	-0.2	-0.8	-2.6	-1	-0.1	-0.3	-2	4
Cc1cc(=O)[nH]c(NN)n1	0	-10	-2	-5.2	-1.1	0.6	0	1.4	1.6	-5	1
CCOC(=O)C1=C(O)C(=O)N(Cc2ccccc2)CC1	4	3	2	1.5	-1.3	-2.3	2	0.2	1.0	-1	2
O=C(NCC(c1ccco1)N1CCCC1)c1ccc(S(=O)(=O)Nc2ccc(F)cc2)cc1 (stereo not drawn)	2	-4	4	-0.4	-1.4	-1.7	5	-0.1	0.1	1	-6
O=S(=O)(c1ccccc1Br)N(CC(O)COCc1ccccc1)C1CC1 (stereo not drawn)	-2	3	0	-0.3	-1.1	-1.6	1	-1.4	-0.4	3	-5
FC(F)(F)c1cc(Oc2ccc(Cl)cc2)ncc1-c1nnc(-c2ccc(Cl)cc2)o1	-2	-3	-5	3.0	-0.9	-0.9	2	1.0	2.5	0	0
COc1ccc(-c2cc(C(=O)N3CCN(C(=O)c4ccccc4F)CC3)[nH]n2)cc1	-5	0	2	3.3	-0.9	-2.4	0	-1.8	0.4	-1	-1
CS(=O)(=O)N1CCN(Cc2ccc([N+](=O)[O-])cc2)CC1	6	-2	0	-0.1	-1.6	0.0	3	-0.5	1.7	-2	1
O=S1(=O)CC(N2CCCCC2)CN1Cc1cn(Cc2ccc(F)cc2)nn1 (stereo not drawn)	0	-3	1	-4.3	-0.6	3.1	2	1.8	x	-3	-3
CC(C)NC(=O)C1c2ccccc2Oc2ccccc21	-2	-3	1	1.6	-1.3	1.1	0	-0.4	0.6	-2	-2
CC[C@]12c3[nH]c4ccc(Cl)cc4c3CCN1C(=O)[C@@H](CC(=O)NC/C=C(\C)CCC=C(C)C)C[C@@H]2C(=O)N1CCN(C(=O)c2ccco2)CC1	1	6	1	-0.1	2.1*	-2.0	-2	-1.4	-0.9	3	-3
CN(C)C(=S)c1ccccc1	-7	-4	1	3.8	-1.6	-1.4	4	0.2	x	-2	2
COc1ccccc1CNc1ccc2c(c1)OC[C@H](CC(C)C)NS2(=O)=O	3	-3	-7	2.0	-0.9	0.8	21	0.0	x	-2	-4
CCN(c1ccccc1)S(=O)(=O)c1ccc(Cl)c(NC(=O)CNCc2ccccc2OC)c1	-2	2	2	-2.4	-1.6	0.8	18	-0.9	-2.3	4	-2
O=C(Nc1ccccc1N1CCOCC1)c1cccc([N+](=O)[O-])c1	-2	4	1	0.7	-0.4	1.4	4	0.2	-0.6	0	-1
Fc1ccc(NC(=S)Nc2cccnc2)c(Cl)c1	-4	-7	-3	1.6	-1.3	-1.9	-6	-0.6	-0.5	-4	-1
Cc1ccc(NC(=O)CSc2nccc(=O)[nH]2)c(S(=O)(=O)N2CCOCC2)c1	2	1	2	-1.8	-1.6	0.0	1	0.1	0.7	-2	3
CCc1cc(C(=O)NC2CCCc3c2cnn3-c2cccc(C)c2C)n(C)n1 (stereo not drawn)	-3	-5	-2	-7.0	-2.4	-4.3	-4	-9.4	x	-4	-5
C/C(CCc1ccccc1)=N\NC(=S)NCCc1ccccc1	-3	-22	-12	0.9	-1.1	-1.8	5	0.0	0.8	1	1
CCOc1nc(NCCC2=CCCCC2)nc(N2CCOCC2)n1	-3	9	1	1.3	-1.0	-1.6	3	0.3	-0.3	2	1
CCCCN1C(=O)C(=O)N(CC(=O)c2ccc3c(c2)CCCC3)C1=O	-1	-6	1	-2.1	-1.5	0.2	-3	-0.7	1.4	-4	-2
O=C(O)C1C2C=CC(C2)C1C(=O)OCC1CCCO1 (stereo not drawn)	0	-2	0	-1.0	-0.6	-1.3	0	0.0	0.4	-4	0
CC(C)C(=O)N1CCCC1(C)C(=O)NCc1ccccn1 (stereo not drawn)	-3	4	-4	-1.7	-1.0	-0.2	-2	0.0	x	-4	-3
N/C(=N\OS(=O)(=O)c1cccc([N+](=O)[O-])c1)c1ccncc1	4	3	4	-0.6	-1.6	-0.8	-1	-0.5	4.9*	-2	-2
Oc1cccc(C(O)CNCc2ccc(OCc3ccc(Cl)cc3Cl)cc2)c1 (stereo not drawn)	2	-3	1	4.0	-2.0	-1.9	-4	-0.9	1.6	-19	-4
Cc1cc(C)n(C(=O)Cn2nc(C)c(Br)c2C)n1	-3	0	1	0.5	-0.9	-0.4	4	0.2	0.3	0	-1
COc1ccc(OC)c(C2C3=C(N=C4SCC(=O)N42)c2ccccc2CC3)c1 (stereo not drawn)	-2	-38	-25	-0.6	-0.3	3.5	8	-0.5	-0.5	-6	0
CN(C(=O)COC(=O)CSc1cc(Cl)ccc1Cl)c1c(N)n(Cc2ccccc2)c(=O)[nH]c1=O	5	-7	-2	-0.9	-0.6	0.5	-2	0.4	0.5	-3	-1
O=C(O)c1cccnc1SCc1ccc([N+](=O)[O-])cc1	-5	-4	2	-2.8	-0.9	-1.8	5	0.0	2.6	0	4
Nc1nc(-c2ccccc2)cn1/N=C/c1ccccc1	-2	-18	-6	1.9	0.7	0.2	1	0.2	2.8	-4	2
Cc1ccccc1CSc1ccc(-c2ccc3c(c2)OCO3)nn1	-6	-2	0	6.2	-0.4	-0.2	3	1.7	0.3	6	3
Cc1cncc(NCc2cccc(Cl)c2)n1	-1	-118	-88	2.8	-0.4	-1.0	5	-0.7	x	-294	-3
CS(=O)(=O)c1ccc(NC(=O)c2cccc(S(=O)(=O)N3CCN(Cc4ccccc4)CC3)c2)cc1	-4	-1	5	-2.0	-1.7	-1.9	4	-5.7	-1.3	-4	-3
COc1ccccc1Oc1ccc(N/C=C/C(=O)c2ccco2)cc1	4	-260	-235	8.9	-1.2	4.0	2	2.3	1.4	-1	3
COC(=O)NC1(C(=O)O)CCCC1	1	0	2	2.4	-1.3	-0.4	-3	0.4	1.9	-3	-1
COc1ccc(N(CC(=O)NC2CCCC2)C(=O)c2ccc(N3CCCCC3)nc2)cc1	1	2	2	-0.4	-1.2	-1.3	-5	0.2	0.1	-1	-1
COC(=O)CN1CCN(C(=O)c2csc3ccccc23)CC1	1	-1	0	0.9	-1.4	-2.0	2	0.7	x	0	-4
CC1(C)CC(=O)C2=C(C1)NCN(Cc1ccc3c(c1)OCO3)C2	1	-5	-4	-1.1	-1.3	0.1	-4	-0.1	0.4	-5	2
O=C(N/N=C/c1c[nH]c2ccccc12)c1cc(-c2ccc3ccccc3c2)n[nH]1	-3	-14	-14	25*	-0.1	7.9*	-1	-0.7	-0.9	0	5
O=C(NCc1cccs1)C(=O)NCC1OCCCN1S(=O)(=O)c1cc(F)ccc1F (stereo not drawn)	0	-7	0	-0.7	-1.4	-1.3	-1	-1.5	0.1	-2	-1
CCn1c(SCc2ccccc2)nc2cc(OC)c(OC)cc2c1=O	8	-6	-1	-0.1	-1.2	-1.7	0	-0.3	-0.8	-4	-1
COc1ccc(S(=O)(=O)N(C)CC(=O)Nc2ccc(C(F)(F)F)cc2)cc1Cl	0	6	9	-0.5	-1.4	-0.8	3	-0.3	-1.0	3	-4
CCOc1ccc(NC(=O)CSc2nnnn2C2CC2)cc1S(=O)(=O)N1CCCC1	0	2	-1	-2.0	-1.1	-1.4	8	-1.6	-0.4	-1	0
O=c1/c(=C\c2cccn2-c2ccccc2)sc2nc3ccccc3n12	3	1	0	0.2	-1.2	-0.8	0	0.1	2.8	-4	2
Cc1sc2ncnc(NCc3ccco3)c2c1C	-3	-6	-4	-2.0	-2.1	-3.9	-9	-1.6	-3.1	-4	0
O=C1Nc2ncccc2OC1CCCl (stereo not drawn)	-3	-4	5	0.1	-1.2	-1.0	-1	-0.7	-0.1	-1	-2
COc1ccc2nc(C)cc(SCC(=O)N/N=C/c3ccc(O)cc3O)c2c1	4	-12	-9	-11	-2.5	-3.5	2	-3.0	-0.7	-5	-5
O=C(NCCC1CCCCN1S(=O)(=O)c1ccccc1)C(=O)Nc1ccc(F)cc1F (stereo not drawn)	-3	-4	2	4.0	-0.9	-1.7	12	0.8	0.1	-6	4
CN(C)C(CNC(=O)c1ccc2c(=O)n(-c3ccccc3F)c(=S)[nH]c2c1)Cc1ccccc1 (stereo not drawn)	-4	-19	-6	-3.1	-1.3	-1.4	-2	0.9	1.2	-6	-3
CC(C)CC(=O)c1c[nH]c(C(=O)NCCCN2CCOCC2)c1	7	3	1	-0.5	-0.6	-0.6	-1	-0.1	0.9	1	-1
COc1cc(OC)cc(C(=O)NCC(=O)OCc2ccc(Cl)c(Cl)c2)c1	0	-10	-2	1.6	-1.3	0.2	3	-1.9	0.4	2	-2
O=C(C(=O)N1CCC(Cc2ccccc2)CC1)c1ccccc1	4&4	8&0	3&-2	0.9&-0.1	-1.4&-1.4	-1.6&-4.0	5&11	-0.8&0.0	x	8&0	-7&-7
COc1ccc(S(=O)(=O)Nc2nnc(C(C)(C)C)s2)cc1	0	3	-2	-1.2	-1.8	-0.3	2	-0.1	0.3	0	-2
Clc1ccc([C@H]2OC[C@@]3(CNCC4CC4)CS[C@H](c4ccc(Cl)cc4)N23)cc1	-2	0	0	0.3	-0.9	-1.1	3	0.7	x	0	-4
Cc1ccc(OC(=O)CCC(=O)Nc2ccc(Br)cc2)cc1	-1	0	2	-3.7	-1.3	-1.8	-3	0.4	2.6	2	3
